Screening data deposited in PubChem BioAssay by several laboratories.
CHRM5 PAM – CHRM5 positive allosteric modulation; 0.3% of 360,000 active; activation, % at 3 µM; CHO-K1 hM5, Fluo-8 calcium, ACh EC20 PAM; 0% = ACh EC20, 100% = ACh EC100; P08912; AID 624038;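 active = activation above the run cutoff, the mean activation of all test compounds plus 3 SD, cut at about 18% in these data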
Target sequence (P08912 whole entry, looked up): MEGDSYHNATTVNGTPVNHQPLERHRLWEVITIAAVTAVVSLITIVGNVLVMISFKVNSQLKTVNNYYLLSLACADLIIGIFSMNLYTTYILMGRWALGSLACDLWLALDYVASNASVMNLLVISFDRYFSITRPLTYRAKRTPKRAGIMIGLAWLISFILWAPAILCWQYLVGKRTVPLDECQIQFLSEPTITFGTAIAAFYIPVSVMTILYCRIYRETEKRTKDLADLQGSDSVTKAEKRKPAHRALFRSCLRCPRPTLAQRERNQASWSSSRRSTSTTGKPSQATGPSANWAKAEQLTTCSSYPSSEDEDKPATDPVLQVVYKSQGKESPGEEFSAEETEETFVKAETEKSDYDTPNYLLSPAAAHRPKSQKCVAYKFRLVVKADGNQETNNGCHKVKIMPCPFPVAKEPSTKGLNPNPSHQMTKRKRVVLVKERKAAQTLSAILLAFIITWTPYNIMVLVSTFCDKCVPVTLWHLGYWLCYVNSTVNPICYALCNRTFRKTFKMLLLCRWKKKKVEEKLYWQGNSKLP
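System – CHO-K1 hM5 cells · Compound – 3 µM, single dose · Incubation – compound preincubation 140 s before EC20 acetylcholine addition · Technique – Fluo-8 calcium fluorescence · Measure – Max/basal fluorescence ratio as % of EC20–EC100 ACh window · Benchmarks – low control EC20 acetylcholine (0%), high control EC100 acetylcholine (100%) · Replication – singlicate, one well per test compound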
TAAR1 antagonist – antagonists of human TAAR1; Q96RJ0; CHO RD-HGA16 TAAR1, Fluo-8 calcium fluorescence, antagonist; inhibition, % at 3 µM; 1.5% of 360,000 active; AID 624466;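 active = inhibition above a per-plate cutoff, the mean inhibition of test compounds on that plate plus 3 SD, cut at about 49% in these data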;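 also: 0% = DMSO plus EC80 beta-PEA response and 100% = DMSO alone without agonist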
Target sequence (Q96RJ0 whole entry, looked up): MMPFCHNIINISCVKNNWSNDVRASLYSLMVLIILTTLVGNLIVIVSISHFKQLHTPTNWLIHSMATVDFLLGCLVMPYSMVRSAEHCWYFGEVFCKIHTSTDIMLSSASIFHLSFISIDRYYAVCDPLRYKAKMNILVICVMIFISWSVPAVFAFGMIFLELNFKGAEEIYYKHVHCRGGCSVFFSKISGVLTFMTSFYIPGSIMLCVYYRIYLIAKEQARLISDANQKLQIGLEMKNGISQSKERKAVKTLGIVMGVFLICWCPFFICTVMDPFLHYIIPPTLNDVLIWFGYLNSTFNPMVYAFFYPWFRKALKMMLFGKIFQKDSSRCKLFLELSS
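System: CHO RD-HGA16 cells bearing hTAAR1. Reagent: EC80 β-phenethylamine stimulus. Schedule: seeding 17-24 h prior, 75-min 37 °C, 30-min RT dye loading. Signal: Fluo-8 intracellular calcium dye fluorescence, real-time kinetic reads. Read-out: % inhibition from peak post-agonist over basal fluorescence ratio. Benchmarks: vehicle wells and EC80 agonist wells. Replicates: n of 1.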
M5 antag – antagonists of human muscarinic M5 receptor (CHRM5); P08912; CHO-hM5 cells, Fluo-8 calcium fluorescence, ACh EC80; inhibition, % at 3 µM; 0.59% of 360,000 active; AID 624040;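 active = inhibition above a per-plate cutoff, the mean of that plate's test compounds plus 3 SD, cut at about 27% in these data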;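 also: 0% = acetylcholine EC80 with DMSO and 100% = DMSO without agonist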
TAAR1 ag – human TAAR1 agonism; CHO RD-HGA16 TAAR1, Fluo-8 calcium fluorescence; vehicle wells 0%, saturating PEA agonist 100%; activation, % at 3 µM; 0.99% of 360,000 active;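 active = activation above the mean activation of all test compounds in the run plus 3 SD, cut at about 38% in these data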
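System: CHO-derived RD-HGA16 cells with stable Gα16 and human TAAR1. Times: 17-24 h plating, Fluo-8 75 min 37 °C, 30 min RT. Measured by: calcium-sensitive Fluo-8 signal, excitation 470-495, emission 515-575 nm. Read-out basis: % activation relative to PEA EC100 response. Control set: DMSO and PEA EC100. Repeats: no replicates (n 1).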
CRFR2-BP antag – CRF-BP/CRF-R2 complex antagonism | HEK293 CRF-R2/CRF-BP, CRF-induced calcium fluorescence | inhibition, % at 11.8 µM | 0.59% of 350,000 active;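 active = inhibition of the ligand-induced calcium signal above about 50% at the single tested concentration, limit read from the data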
CHRM4 PAM – potentiates acetylcholine response at human M4 receptor. P08173. CHO-K1 hM4/Gqi5, Fluo-8 calcium fluorescence, ACh EC20; 0% = ACh EC20, 100% = maximal ACh. activation, % at 3 µM. 0.4% of 360,000 active. AID 624126;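 active = activation above its plate's cutoff, the mean activation of sample wells plus 3 SD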; also: some results filed as inactive read as strong as hits
CHO-K1 Ca PAM – nonselective activator or artifact in parental CHO-K1 calcium assay | activation, % at 3 µM | ATP EC20, Fluo-8 calcium fluorescence; 0% at ATP EC20, 100% at ATP max | AID 602247 | 0.02% of 360,000 active;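 active = activation above the run cutoff, the mean activation of all test compounds plus 3 SD, cut at about 40% in these data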;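 also: peak over basal fluorescence ratio in a 140 s read after ATP addition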
CRFBP-R2 agonist – CRF-BP/CRF-R2 complex agonism; HEK293 CRF-R2/CRF-BP, calcium dye fluorescence (FLIPR); percent of saturating CRF peptide response; activation, % at 13.2 µM; 0.46% of 350,000 active; AID 588473;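 active = activation of at least 50%, plus an integration ratio under a set limit after plate pattern correction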;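 also: plate controls were neutral control wells without compound for no effect and CRF at EC100 for full effect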
CHRM5 agonist – CHRM5 agonism in calcium assay. CHO-K1 hM5 cells, Fluo-8 calcium fluorescence; 0% DMSO wells, 100% maximal acetylcholine response. P08912. 0.19% of 360,000 active. activation, % at 3 µM. AID 624037;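 active = activation above the run's mean over test compounds plus 3 SD, cut at about 23% in these data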;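 also: signal is peak over basal fluorescence ratio across the kinetic read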
Numbers without * were called inactive; . = not tested or not shown.

1	COC(=O)CSc1nc(NC#N)nc(NC(C)C)n1
2	CCOC(=O)c1sc2nccc(N(C)C)c2c1N=CN(C)C
3	Cc1csc(NC(=O)CSc2nnc(-c3ccccc3)o2)n1
4	COC(=O)/C=C/C(=O)N1CCN(c2ccccc2)CC1
5	CC(=O)Nc1cccc2c1C(=O)N(c1ccc(OC(C)=O)cc1)C2=O
6	CNC(=S)N1CCN(C(=O)c2ccco2)CC1
7	CNC[C@H](CC1CCCCC1)NC[C@H](NCCC1CCCC1)[C@H](C)O
8	O=C(CSc1n[nH]c(-c2ccncc2)n1)Nc1ccccn1

screen / no.	1	2	3	4	5	6	7	8
CHRM5 PAM	1	2	-2	-4	-4	3	-6	0
TAAR1 antagonist	.	-13	-13	5	-16	-2	4	-9
M5 antag	-1	-3	10	5	2	6	14	-8
TAAR1 ag	.	7	21	0	3	2	8	5
CRFR2-BP antag	13	-4	32	-1	0	5	-15	5
CHRM4 PAM	8	-1	0	0	7	9	-9	0
CHO-K1 Ca PAM	18	16	22	-9	18	16	0	15
CRFBP-R2 agonist	4.2	-0.8	-9.1	1.2	4.0	-0.4	0.6	0.2
CHRM5 agonist	-2	2	-1	-1	-1	-2	-3	0

9	COc1ccc(NC(C)=O)cc1S(=O)(=O)Nc1ccc2c(c1)OCCO2
10	COc1ccc(OCC(=O)Nc2ccc3oc(-c4ccncc4)nc3c2)cc1
11	N#CC1=C(N)OC2=C(C(=O)CC(c3ccccc3)C2)C1c1cccnc1 (centres undefined)
12	CCCNC(=O)N1CCN(S(=O)(=O)c2ccc3c(c2)OCCO3)CC1
13	Cc1ccc(NC(=S)/N=C(\N)Nc2nc(C)c3cc(C)c(C)cc3n2)cc1C
14	CC1C(=O)N(Cc2cn(CCC3OCCO3)nn2)CCS(=O)(=O)N1Cc1ccc(-c2ccc(F)nc2)cc1 (centres undefined)
15	Cc1cc(C)c2c(c1)CC(C)(C)CC2=O
16	NS(=O)(=O)c1ccc(CCNc2nc3c(-c4cccc(F)c4)nnn3c3ccccc23)cc1

screen / no.	9	10	11	12	13	14	15	16
CHRM5 PAM	9	-4	-11	-2	-8	2	-4	-1
TAAR1 antagonist	20	10	7	6	8	-19	-25	-4
M5 antag	-9	8	12	1	0	3	9	3
TAAR1 ag	7	31	0	2	0	3	4	3
CRFR2-BP antag	-12	5	-16	4	-47	-14	-2	-13
CHRM4 PAM	6	-4	-6	7	1	0	2	8
CHO-K1 Ca PAM	22	16	0	15	-8	-1	14	26
CRFBP-R2 agonist	1.6	-0.5	-2.4	0.2	-2.3	-1.3	-1.4	-1.7
CHRM5 agonist	2	-2	-3	2	-3	0	-1	0

Reformatted: 4 of the compounds above
no. | molecule | CHRM5 PAM | TAAR1 antagonist | M5 antag | TAAR1 ag | CRFR2-BP antag | CHRM4 PAM | CHO-K1 Ca PAM | CRFBP-R2 agonist | CHRM5 agonist
13 | Cc1ccc(NC(=S)/N=C(\N)Nc2nc(C)c3cc(C)c(C)cc3n2)cc1C | -8 | 8 | 0 | 0 | -47 | 1 | -8 | -2.3 | -3
14 | CC1C(=O)N(Cc2cn(CCC3OCCO3)nn2)CCS(=O)(=O)N1Cc1ccc(-c2ccc(F)nc2)cc1 (centres undefined) | 2 | -19 | 3 | 3 | -14 | 0 | -1 | -1.3 | 0
9 | COc1ccc(NC(C)=O)cc1S(=O)(=O)Nc1ccc2c(c1)OCCO2 | 9 | 20 | -9 | 7 | -12 | 6 | 22 | 1.6 | 2
15 | Cc1cc(C)c2c(c1)CC(C)(C)CC2=O | -4 | -25 | 9 | 4 | -2 | 2 | 14 | -1.4 | -1

Following part.
17	Cn1c(N)c(C(=O)c2ccccc2)c(=O)n(C)c1=O
18	O=C(c1ccc(Cl)s1)N1CCCC1
19	CCOC(=O)c1cc(C#N)c(N2CCN(C(=O)c3ccccc3)CC2)nc1C(F)(F)F
20	Cn1cnc(S(=O)(=O)Nc2ccc(OC(F)(F)F)cc2)c1
21	CCOC(=O)Nc1ccc2c(c1)N(C(=O)CCN1CCN(C)CC1)c1ccccc1S2
22	COc1cc(C(=O)OCC(C)=O)c([N+](=O)[O-])cc1OC
23	O=C(Nc1ccc(-c2cn3ccsc3n2)cc1)c1ccc(F)c(S(=O)(=O)N2CCOCC2)c1
24	O=[N+]([O-])c1ccc(/C=N/NC(=S)Nc2ccccc2)o1

screen / no.	17	18	19	20	21	22	23	24
CHRM5 PAM	8	10	-4	7	-5	7	-16	0
TAAR1 antagonist	4	-8	-6	-19	-9	0	91*	-10
M5 antag	-13	-14	2	1	-4	4	11	-7
TAAR1 ag	3	0	4	3	1	1	23	4
CRFR2-BP antag	-13	-1	4	6	12	-6	-5	-23
CHRM4 PAM	14	6	9	-1	-6	2	-15	-3
CHO-K1 Ca PAM	7	12	-8	-13	5	-3	4	14
CRFBP-R2 agonist	-0.7	3.9	0.1	0.8	0.8	-3.9	-0.2	-0.3
CHRM5 agonist	2	-7	4	-1	-5	0	1	1

25	O=C(NCc1cccnc1)/C(=N\O)c1ccccc1
26	CCOc1ccc(S(=O)(=O)N2CCOCC2)cc1NC(=O)CSCC(=O)Nc1cccc(C)c1
27	CC(=O)N1CCN(C(=O)c2ccc3c(c2)OCCO3)CC1
28	Cc1ccnc(NC(=O)c2cccc(NC(=O)c3ccc(Cl)cc3)c2)c1
29	COc1ccc(-n2ncc(C(C)NS(=O)(=O)c3cccs3)c2C)cc1 (centres undefined)
30	CC(C)NC(=O)N(C)C[C@H]1Oc2ccc(NS(=O)(=O)c3cccs3)cc2C(=O)N([C@H](C)CO)C[C@@H]1C
31	CC(=O)Nc1ccc(NC(=O)c2c(C)nn(Cc3ccccc3)c2Cl)cc1
32	Cc1ccc(S(=O)(=O)N(C)CC(=O)OCC(=O)NC(c2ccccc2)c2ccccc2)cc1

screen / no.	25	26	27	28	29	30	31	32
CHRM5 PAM	-5	6	7	-14	2	12	-2	-4
TAAR1 antagonist	-14	-10	-10	44	6	-2	8	13
M5 antag	13	-2	-3	4	4	-6	14	8
TAAR1 ag	1	1	3	9	3	3	-2	8
CRFR2-BP antag	-4	-17	-4	-13	5	3	4	23
CHRM4 PAM	-1	-3	6	-11	9	15	1	2
CHO-K1 Ca PAM	-5	14	16	-12	24	3	0	14
CRFBP-R2 agonist	-1.7	-12	1.7	-1.3	-0.8	-0.9	0.6	-0.7
CHRM5 agonist	-1	-5	-1	-5	-2	-4	-3	-5

Sorted by value in CHRM4 PAM (highest first): 5 of the compounds above.
No. | mol | CHRM4 PAM
30 | CC(C)NC(=O)N(C)C[C@H]1Oc2ccc(NS(=O)(=O)c3cccs3)cc2C(=O)N([C@H](C)CO)C[C@@H]1C | 15
29 | COc1ccc(-n2ncc(C(C)NS(=O)(=O)c3cccs3)c2C)cc1 (centres undefined) | 9
27 | CC(=O)N1CCN(C(=O)c2ccc3c(c2)OCCO3)CC1 | 6
25 | O=C(NCc1cccnc1)/C(=N\O)c1ccccc1 | -1
28 | Cc1ccnc(NC(=O)c2cccc(NC(=O)c3ccc(Cl)cc3)c2)c1 | -11

Additional entries:
33	COc1ccccc1C(=O)Nc1ccc(S(=O)(=O)N2CCC(C)CC2)cc1
34	Cc1ccc(C)c(-n2c(-c3ccco3)n[nH]c2=S)c1
35	CCn1cc(CCC(=O)NCCc2ccccc2)c2ccccc21
36	CC(C)C(C(=O)Nc1ccc2c(c1)OCO2)N1C(=O)c2ccccc2C1=O (centres undefined)
37	CCN(CC)c1ccc(C=Nc2ccccc2C)c(O)c1
38	Cc1ccc(S(=O)(=O)c2c(C)cc(C)nc2N2CCCC2)cc1
39	OC(CN1CCN(Cc2ccccc2)CC1)Cn1c2ccccc2c2ccccc21 (centres undefined)
40	COC(=O)c1cc(C(=O)OCC(=O)c2ccc[nH]2)cc([N+](=O)[O-])c1

screen / no.	33	34	35	36	37	38	39	40
CHRM5 PAM	-7	0	-3	-6	-2	-7	-1	0
TAAR1 antagonist	-19	-50	-4	-3	-16	-2	13	6
M5 antag	14	4	4	9	2	12	4	7
TAAR1 ag	1	9	12	4	-1	2	9	2
CRFR2-BP antag	-7	2	3	-12	-3	-1	-65	0
CHRM4 PAM	-3	-3	0	8	5	-12	-8	0
CHO-K1 Ca PAM	-7	21	-5	-3	19	-4	14	-22
CRFBP-R2 agonist	1.7	-2.4	-0.2	1.5	0.7	-0.9	5.8	0.0
CHRM5 agonist	-1	-2	-4	-1	-3	-4	-2	-2

41	N#Cc1cccc(C#N)c1Oc1ccc(S(=O)(=O)Nc2ccc(Cl)cc2)cc1
42	C[C@]12CCC(=O)CC1=CCC1C3CC=C(C#N)[C@@]3(C)CC[C@@]12O (some centres undefined)
43	Nc1ccccc1C#Cc1ccccc1
44	O=C(CCc1ccccc1Cl)N1CCN(S(=O)(=O)c2ccccc2)CC1
45	O=C(CN1C(=O)NC2(CCSC2)C1=O)N1CCN(c2ccc(F)cc2)CC1 (centres undefined)
46	C=CCC(c1ccccc1)N(C(C)=O)c1ccco1 (centres undefined)
47	CCC(=O)n1nc(-c2ccccc2)nc1N
48	Clc1ccccc1-c1nnc(CNC2CC2)o1

screen / no.	41	42	43	44	45	46	47	48
CHRM5 PAM	-15	-2	-3	-4	-1	-4	-2	-2
TAAR1 antagonist	12	13	-9	-18	-1	10	9	-4
M5 antag	15	3	6	2	-9	13	3	1
TAAR1 ag	18	0	3	7	3	7	6	3
CRFR2-BP antag	-25	-11	0	-9	8	20	5	-2
CHRM4 PAM	-32	-1	11	-6	5	9	-4	-5
CHO-K1 Ca PAM	0	-3	11	-16	7	13	15	2
CRFBP-R2 agonist	9.0	1.2	0.0	0.6	-1.7	0.0	0.9	-0.4
CHRM5 agonist	7	-2	-1	-1	-6	-8	-1	-2

49	CC1(C(=O)NCCC(F)(F)F)Cc2c(-c3cccc(C(N)=O)c3)ccnc2O1 (centres undefined)
50	O=C(Cn1ccc2ccccc21)Nc1ccc2c(c1)OCO2
51	COc1ccccc1C(=O)Oc1ccc(N2C(=O)CCC2=O)cc1
52	CCc1nnc(NC(=O)CS(=O)(=O)Cc2ccccc2)s1
53	CCCCN(C(=O)c1c(CC)noc1C)c1c(N)n(CC(C)C)c(=O)[nH]c1=O
54	Cc1cc(C(=O)CSc2nnc(N)s2)c(C)n1-c1c(C)n(C)n(-c2ccccc2)c1=O
55	Cc1c(NC(=O)C(C)OC(=O)c2c3c(nc4ccccc24)CCC3)c(=O)n(-c2ccccc2)n1C (centres undefined)

screen / no.	49	50	51	52	53	54	55
CHRM5 PAM	1	-6	-4	5	6	3	2
TAAR1 antagonist	-6	-19	9	7	-14	18	-5
M5 antag	3	1	-1	-10	2	-1	-4
TAAR1 ag	1	0	1	-5	1	4	1
CRFR2-BP antag	.	-18	6	7	-8	-15	-7
CHRM4 PAM	5	1	2	5	11	-12	2
CHO-K1 Ca PAM	4	18	9	9	10	-3	13
CRFBP-R2 agonist	.	1.1	1.3	-0.3	-0.5	3.4	-1.6
CHRM5 agonist	0	-2	-1	-1	3	-3	2
